Assay outcomes: PubChem BioAssay, several laboratories
p47phox inh – inhibitors of human p47phox binding. P14598. p47phox/p22phox peptide binding, fluorescence polarization, 2 h. inhibition, % at 24.7 µM. actives 0.53% (n = 220,000). AID 1274;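 active = inhibition above about 30%, limit read from the data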;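 note: 0% = p47phox with labelled peptide and 100% = labelled peptide alone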
Ba/F3 V617F tox – loss of viability in JAK2V617F-driven Ba/F3 cells; inhibition, % at 5.6 µM; actives 1.1% (n = 220,000); Ba/F3 EpoR-JAK2V617F viability, ATP luminescence;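 active = inhibition above the campaign mean plus 3 SD over all tested compounds, cut at about 24% in these data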;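 note: cytokine-independent growth of Ba/F3 cells driven by EpoR plus mutant JAK2; 0% = DMSO-treated cells and 100% = JAK inhibitor I control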
BaF3 parental – parental Ba/F3 viability inhibition as JAK2V617F counter-screen | CellTiter-Glo ATP luminescence | inhibition, % at 5.6 µM | actives 1.1% (n = 220,000);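 active = inhibition above a per-campaign cutoff, the mean inhibition of all tested compounds plus 3 SD, cut at about 27% in these data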;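 note: 0% = DMSO wells and 100% = JAK Inhibitor I control wells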
NPY Y1 blocker – antagonists of human neuropeptide Y receptor Y1. HEK293-CNG Y1 cells, membrane potential fluorescence; NPY at EC95, then isoproterenol. inhibition, % at 3.6 µM. actives 1% (n = 200,000);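 active = inhibition above the campaign mean inhibition of all tested compounds plus 3 SD, cut at about 20% in these data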;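 note: 0% = DMSO wells given NPY plus isoproterenol and 100% = isoproterenol alone without NPY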
Target sequence (P25929 whole entry, looked up): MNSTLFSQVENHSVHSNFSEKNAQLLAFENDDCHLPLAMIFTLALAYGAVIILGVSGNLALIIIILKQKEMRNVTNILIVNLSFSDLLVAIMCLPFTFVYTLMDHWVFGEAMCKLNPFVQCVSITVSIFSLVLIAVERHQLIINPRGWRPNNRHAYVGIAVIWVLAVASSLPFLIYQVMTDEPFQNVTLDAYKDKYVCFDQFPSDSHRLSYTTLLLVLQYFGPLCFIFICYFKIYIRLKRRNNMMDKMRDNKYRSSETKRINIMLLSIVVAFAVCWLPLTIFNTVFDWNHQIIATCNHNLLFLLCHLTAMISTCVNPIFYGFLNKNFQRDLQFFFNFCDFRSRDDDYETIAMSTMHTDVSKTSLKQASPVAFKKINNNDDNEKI
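System: HEK293 cells with Y1 receptor plus CNG channel / Probe or stimulus: NPY 25 nM then isoproterenol 1 µM plus Ro 20-1724 25 µM / Compound: one concentration, 3.6 µM, in 0.4% DMSO / Schedule: compound incubation 1 h at room temperature, readout 45 min post-stimulation / Measured by: membrane potential fluorescence / Read-out: % inhibition of NPY effect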
CHOP inh – inhibitors of CHOP induction in ER stress response. CHO-K1 CHOP-promoter luciferase, tunicamycin-induced, 15-18 h. inhibition, % at 10 µM. actives 3.8% (n = 220,000). AID 2732;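 active = compounds that reduced the stress-induced luciferase reporter signal by more than about 70% of percent inhibition, limit read from the data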;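 note: 0% = tunicamycin plus vehicle and 100% = wells without tunicamycin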
S1P4 agonist – human S1P4 receptor agonism; O95977; actives 0.35% (n = 220,000); activation, % at 4.98 µM; S1P4-expressing cell line, agonist reporter assay; in the data active = activation above about 11%;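 note: 0% = DMSO vehicle and 100% = reference agonist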
Target sequence (O95977 whole entry, looked up): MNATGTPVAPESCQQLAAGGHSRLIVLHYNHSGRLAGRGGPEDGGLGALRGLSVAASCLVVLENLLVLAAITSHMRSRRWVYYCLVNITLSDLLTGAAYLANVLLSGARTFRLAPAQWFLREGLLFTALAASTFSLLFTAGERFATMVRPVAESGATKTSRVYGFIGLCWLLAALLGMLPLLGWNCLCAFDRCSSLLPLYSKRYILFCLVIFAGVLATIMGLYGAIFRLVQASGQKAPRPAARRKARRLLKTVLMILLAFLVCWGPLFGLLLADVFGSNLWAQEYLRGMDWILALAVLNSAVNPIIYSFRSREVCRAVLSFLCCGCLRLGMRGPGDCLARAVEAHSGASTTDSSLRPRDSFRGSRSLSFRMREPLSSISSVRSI
S1P4 antagonist – antagonists of human S1P4 receptor. S1P4-expressing cells, antagonist mode, reporter read-out. inhibition, % at 4.98 µM. actives 0.26% (n = 220,000). AID 1510; in the data active = inhibition above about 29%;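 note: 0% = wells stimulated with agonist and 100% = vehicle wells without agonist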
NPY2 pot ag – potentiators or agonists of human neuropeptide Y receptor Y2; P49146; cells expressing NPY-Y2, potentiator/agonist read-out; activation, % at 3.6 µM; actives 0.45% (n = 220,000); in the data active = activation above about 27%;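 note: cells stimulated with NPY near EC25 plus isoproterenol at EC100; 0% = vehicle plus submaximal agonist and 100% = vehicle plus saturating agonist; some results beyond the cut were filed as inactive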
NPY1 pot ag – human NPY-Y1 potentiation or agonism, primary screen; NPY-Y1 expressing cells, potentiator/agonist activation; activation, % at 3.6 µM; actives 0.37% (n = 220,000); in the data active = activation above about 33%, passing the limit was not always enough;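 note: cells stimulated with NPY at EC10 then isoproterenol at EC100; 0% = low agonist plus stimulus and 100% = saturating agonist plus stimulus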
An asterisk follows results filed as active; x = no result given.

Short keys: A = p47phox inh; B = Ba/F3 V617F tox; C = BaF3 parental; D = NPY Y1 blocker; E = CHOP inh; F = S1P4 agonist; G = S1P4 antagonist; H = NPY2 pot ag; I = NPY1 pot ag
1	Cc1cccc(C(=O)NC(=S)Nc2ccc(S(=O)(=O)N3CCCCC3)cc2)c1
  A = -8.6	B = 0.3	C = 3.1	D = -1.9	E = 25.9	F = -2.6	G = -8.3	H = -16.6	I = -26.1

2	CCOC(=O)c1c(-c2ccccc2Cl)csc1NC(=O)c1cc(S(=O)(=O)N2CCOCC2)ccc1C
  A = -33.5	B = -0.7	C = 4.3	D = 5.5	E = 29.4	F = -0.6	G = 0.4	H = -4.4	I = -22.6

3	COc1cccc(CNC(=O)CCn2c(=O)oc3ccccc32)c1
  A = 8.9	B = 3.6	C = 10.3	D = -1.1	E = -3.3	F = -0.3	G = -13.1	H = -10.5	I = 10.9

4	CC(C)N1CCC(N2CCN(Cc3cccc4nonc34)CC2CCO)CC1 (stereo not given)
  A = -3.1	B = -0.7	C = 7.1	D = 1.2	E = 1.4	F = 0.2	G = -11.6	H = 2.2	I = 8.9

5	O=C(Nc1nnc(-c2ccc(Cl)cc2)o1)c1ccccc1Br
  A = -4.3	B = -1.0	C = 3.7	D = 6.1	E = -17.3	F = -0.8	G = -25.6	H = -6.8	I = -16.1

6	O=C1CC(N2CCOCC2)C(=O)N1c1cc(Cl)cc(Cl)c1 (stereo not given)
  A = -10.1	B = -2.6	C = 1.6	D = 7.4	E = 2.2	F = 1.7	G = 4.5	H = 1.0	I = 10.9

7	COc1ccc(-n2cc(CNCCc3cscn3)c(-c3ccccc3Cl)n2)cc1
  A = -5.3	B = -2.1	C = 5.1	D = 6.8	E = 3.7	F = 112.3*	G = -8.6	H = -0.1	I = 5.3

8	CC1CC(C)CN(c2ncc3c(n2)CC(c2ccc(Cl)cc2)CC3=O)C1 (stereo not given)
  A = -1.4	B = -3.7	C = 4.3	D = 1.2	E = 35.8	F = 1.4	G = -7.6	H = 8.9	I = -14.2

9	COC(=O)c1ccc(N2C(=O)CC(SCC(=O)Nc3ccc(OC)cc3)C2=O)cc1 (stereo not given)
  A = -2.7	B = -2.5	C = -0.2	D = x	E = 14.9	F = 0.5	G = 6.5	H = -13.2	I = 7.7

10	COc1ccc([N+](=O)[O-])cc1NC(=O)Nc1cccc(Cl)c1
  A = -31.4	B = 2.7	C = 8.5	D = -7.5	E = 25.3	F = -0.1	G = 1.3	H = 3.9	I = -2.8

11	O=C1N=C(N2CCOCC2)S/C1=C\c1ccc(-c2ccccc2Cl)o1
  A = -14.6	B = -0.4	C = 5.8	D = -1.2	E = 9.7	F = -0.9	G = -4.5	H = 3.1	I = -2.9

12	Cc1ccc(S(=O)(=O)N(C)C)cc1NC(=O)c1n[nH]c(=O)c2ccccc12
  A = -4.5	B = -1.1	C = -6.6	D = x	E = 2.6	F = -0.2	G = -7.2	H = -24.9	I = 16.5

13	COc1ccc(C(C)C)cc1S(=O)(=O)n1cnc(C)c1
  A = 3.6	B = 0.0	C = 6.8	D = -2.5	E = -11.8	F = -3.0	G = -8.5	H = 3.6	I = 21.1

14	CCOC(=O)c1ccc(S(=O)(=O)Nc2ccc3cn[nH]c3c2)cc1
  A = 0.4	B = -3.8	C = 8.5	D = -1.7	E = 29.3	F = 0.6	G = -5.2	H = 19.1	I = 14.5

15	CCOc1ccc(Nc2cc(C)nc(-n3nc(C)cc3C)n2)cc1
  A = 0.1	B = 77.3*	C = 81.2*	D = 13.6	E = x	F = 4.3	G = 10.6	H = -18.6	I = -9.0

16	CC(C)CNC(=O)CSc1nc2nn(-c3ccccc3)c(=O)c-2c2n1CCCCC2
  A = 1.6	B = -1.6	C = -0.3	D = 0.5	E = -22.2	F = 0.7	G = -8.3	H = 5.8	I = 6.2

17	COc1cccc(NC(=O)Nc2cc(NC(=O)Nc3cccc(OC)c3)c(C)nc2C)c1
  A = -13.7	B = -0.6	C = 5.1	D = -7.0	E = 21.5	F = 1.6	G = -26.4	H = 1.7	I = 17.7

18	COC(=O)/C(=C/c1ccco1)NC(=O)c1ccc(Br)o1
  A = -2.1	B = -2.2	C = 0.2	D = 6.7	E = 15.5	F = -1.1	G = -6.7	H = -4.9	I = -11.5

19	O=C(CCCN1C(=O)c2cccnc2C1=O)N1CC(=O)N(CCc2ccccc2)C(=O)C1
  A = -7.8	B = -2.9	C = 2.9	D = 5.0	E = 1.1	F = -1.8	G = -13.5	H = 10.8	I = 2.8

20	CCOC(=O)c1ccc(NC(=S)NCCCN2CCCC2=O)cc1
  A = -1.6	B = -3.2	C = 1.9	D = 0.1	E = -5.6	F = 1.7	G = 2.4	H = 0.8	I = -4.2

21	Cc1ccccc1Nc1nnc(SCC(=O)c2cc3ccccc3o2)s1
  A = -51.0	B = -2.7	C = 4.6	D = 9.6	E = -16.1	F = 1.2	G = -5.7	H = -14.9	I = 8.5

22	CC1(NC(=O)N2CCCCC2)CCS(=O)(=O)C1 (stereo not given)
  A = -18.5	B = 2.5	C = 2.1	D = 0.1	E = -9.6	F = 0.9	G = -2.2	H = 7.3	I = 1.1

23	Cc1nc(Nc2ccccc2Cl)sc1C(=O)Nc1ccccc1
  A = -6.1	B = -0.6	C = 4.4	D = 1.3	E = 19.8	F = 2.7	G = -45.8	H = -6.1	I = -38.0

24	CCN(CC)S(=O)(=O)c1ccc(C(=O)NC(C)(C)C)cc1
  A = 2.8	B = -2.7	C = 1.5	D = 1.2	E = -13.4	F = -3.0	G = -15.2	H = -7.7	I = -0.5

25	CCC(C)(C)NC(=O)C(c1ccccc1)N(Cc1cccs1)C(=O)Cn1nnc2ccccc21 (stereo not given)
  A = x	B = -0.6	C = -0.5	D = 135.9*	E = x	F = 2.2	G = 4.6	H = -186.9	I = -327.8

26	CCOC(=O)N1CCC(N(CCN(C)C)C(=S)Nc2ccc(OCC)cc2)CC1
  A = 15.9	B = 1.1	C = 3.1	D = 5.3	E = -12.7	F = 0.7	G = -23.0	H = -3.0	I = -3.7

27	COc1ccccc1NC(=O)COc1ccccc1C(=O)Nc1ccccc1
  A = -15.0	B = 0.7	C = 2.9	D = -2.7	E = 14.9	F = 0.5	G = 14.3	H = -0.4	I = -6.6

28	CC1CCCCN1c1ncnc(N)c1[N+](=O)[O-] (stereo not given)
  A = 10.4	B = 0.3	C = -3.8	D = 3.8	E = 37.9	F = 2.8	G = -27.6	H = -6.6	I = -9.1

29	COc1ccc(N(C)S(=O)(=O)c2ccc(Cl)c(C(=O)NCCc3ccc(Cl)cc3)c2)cc1
  A = -132.9	B = -2.0	C = 2.8	D = 29.4*	E = 9.9	F = -0.2	G = 7.1	H = 5.4	I = 4.8

30	O=C(Nc1nc2ccc(S(=O)(=O)N3CCCC3)cc2s1)C1CCCCC1
  A = -15.3	B = 81.5*	C = 78.9*	D = -2.1	E = x	F = 0.9	G = -2.7	H = 6.7	I = 14.4

31	Cc1ncc([N+](=O)[O-])n1CCOC(=O)c1ccccc1
  A = -6.3	B = -3.5	C = 0.0	D = 6.5	E = 3.4	F = 1.6	G = -1.9	H = 0.6	I = 14.2

32	COc1cc(OC)c(/C=N/NC(=O)c2ccncc2)cc1Br
  A = -18.9	B = 3.2	C = 12.4	D = 4.3	E = 9.7	F = -1.3	G = -0.3	H = -4.7	I = 3.0

33	COCCCNC(=O)c1cccc(C(=O)NCCCOC)c1
  A = 29.7	B = -2.1	C = 6.1	D = 2.2	E = 3.6	F = 0.1	G = -6.2	H = 8.5	I = 9.3

34	COc1cccc(NC(=O)N2CCCc3ccccc32)c1
  A = -1.7	B = -1.9	C = 3.7	D = -0.4	E = 11.1	F = 0.0	G = -27.5	H = -2.8	I = 1.9

35	Cc1nn(C)c(Cl)c1/C=C/C(=O)O
  A = -4.9	B = 0.7	C = 5.7	D = -0.1	E = -3.7	F = -0.4	G = -13.7	H = -7.7	I = -9.2

36	CCc1nc(SCC(=O)Nc2nc3c(s2)CCCC3)c2ccccc2n1
  A = -5.4	B = 5.1	C = 8.3	D = 12.1	E = 35.0	F = -0.8	G = -0.5	H = -16.6	I = -20.8

37	O=C(CCc1nnc(Cc2ccc3c(c2)OCO3)o1)N(CC1CCC1)CC1CCCO1 (stereo not given)
  A = -2.8	B = 0.2	C = 2.0	D = x	E = -3.8	F = 0.6	G = -6.3	H = -10.0	I = -15.8

38	COc1ccc(C2(c3ccc(OC)cc3)NC(=O)N(Cn3nnc4ccccc4c3=O)C2=O)cc1
  A = -16.2	B = -1.0	C = 5.7	D = -2.0	E = 3.8	F = 1.1	G = -21.4	H = 1.3	I = 11.4

39	CSc1nc(N2CCOCC2)c2c3c(sc2n1)CCC3
  A = -8.1	B = -2.4	C = -0.1	D = 11.1	E = 30.8	F = -2.8	G = 6.6	H = -15.4	I = -28.0

40	CCCCN(CC)Cc1c(O)ccc2c3c(c(=O)oc12)CCC3
  A = -10.5	B = -5.9	C = 0.0	D = x	E = 9.1	F = 0.7	G = -2.9	H = -19.3	I = 3.3

41	Cn1c(SCC(=O)N/N=C/C=C/c2ccco2)nc2ccccc21
  A = -3.7	B = 0.8	C = 4.1	D = 1.7	E = 4.1	F = 0.5	G = -20.8	H = -5.0	I = -2.2

42	CC(C)(C)NC(=O)CSc1nncn1NCc1c(Cl)cccc1Cl
  A = -1.6	B = -0.6	C = 0.6	D = -3.8	E = 10.9	F = 1.6	G = -10.1	H = -4.3	I = -0.5

43	Cc1ccc(-n2c3c(c(=O)[nH]c2=O)C(NS(=O)(=O)c2ccc(Cl)cc2)(C(F)(F)F)C(=O)N3)cc1 (stereo not given)
  A = 3.6	B = 2.3	C = -1.0	D = 2.1	E = -12.8	F = 1.6	G = 0.0	H = -7.0	I = 2.0

44	c1csc(-c2nnc(NC3CCCCC3)c3ccccc23)c1
  A = -13.5	B = -0.6	C = 3.8	D = 1.9	E = 7.8	F = 0.7	G = -4.2	H = -2.0	I = -3.3

45	Cc1ccccc1CSc1nncn1N
  A = -18.8	B = -0.1	C = 3.0	D = -1.3	E = 9.7	F = 0.7	G = -9.3	H = -11.3	I = -22.0

46	CSc1nc(N(C)NC(=O)c2ccc(Cl)cc2)c2ccccc2n1
  A = -7.2	B = 79.9*	C = 78.4*	D = 14.1	E = 14.2	F = 1.4	G = -6.1	H = -7.5	I = -14.1

47	O=C(NCCc1ccccc1)c1cc(-c2ccco2)on1
  A = -20.2	B = 3.2	C = 4.1	D = -4.0	E = 21.4	F = -0.5	G = 11.7	H = 8.8	I = -30.4
